Source: PubChem BioAssay
Tb PYK inh – blocks Trypanosoma brucei pyruvate kinase | TbPYK enzyme, Kinase-Glo Plus ATP luminescence, 45 min | Potency, µM (titrated, usually from 76.8 µM), for the others: at the top dose activity, negative = inhibition, most hits filed as inhibitors | hit rate 0.12% among 410,000 | AID 624173; further: potency means the concentration at half of the fitted maximal effect; on the % scale 0 is the no-effect control and ±100 the full control effect; nearly all actives have a fitted effect of over 50% in size
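Luminescent Kinase-Glo Plus end-point after 45 min room-temperature reaction of T. brucei pyruvate kinase started with 130 uM ADP (final). Buffer TEA 50 mM pH 7.2 with KCl, MgCl2, BSA, Tween-20; titration-based qHTS with fitted concentration-effect curves.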
AMA1-RON2 inh – AMA1-RON2 (P. falciparum) interaction inhibition. hit rate 0.2% among 360,000. AlphaScreen AMA1-biotinylated RON2 peptide binding. Potency, µM (doses to about 58.2 µM), for the others: at the highest dose activity change, negative = inhibition, actives largely listed as inhibitors. AID 720542;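 further: potency means the concentration at half of the fitted maximal effect; 0% = vehicle wells and -100% = peptide control; nearly all actives have a fitted effect of over 45% in size; some results filed as inactive show a strong effect at the top dose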
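AMA1 (3D7) with his tag at 25 nM final met compounds first, then biotinylated RON2 peptide at 25 nM; detection used donor plus acceptor beads, 10 µg/mL apiece, read by AlphaScreen after 30 min at room temperature.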
LmPK inh – LmPK (Leishmania mexicana) enzyme inhibition; Q27686; purified LmPK, Kinase-Glo ATP luminescence, 1 h; Potency, µM (top dose mostly 57.5 µM), for the others: at the top dose activity change, negative = inhibition, usual class: inhibitors; hit rate 0.37% among 290,000; AID 1721; further: potency means the concentration at half of the fitted maximal effect; on the % scale 0 is the no-effect control and ±100 the full control effect
Target sequence (Q27686 whole entry, looked up): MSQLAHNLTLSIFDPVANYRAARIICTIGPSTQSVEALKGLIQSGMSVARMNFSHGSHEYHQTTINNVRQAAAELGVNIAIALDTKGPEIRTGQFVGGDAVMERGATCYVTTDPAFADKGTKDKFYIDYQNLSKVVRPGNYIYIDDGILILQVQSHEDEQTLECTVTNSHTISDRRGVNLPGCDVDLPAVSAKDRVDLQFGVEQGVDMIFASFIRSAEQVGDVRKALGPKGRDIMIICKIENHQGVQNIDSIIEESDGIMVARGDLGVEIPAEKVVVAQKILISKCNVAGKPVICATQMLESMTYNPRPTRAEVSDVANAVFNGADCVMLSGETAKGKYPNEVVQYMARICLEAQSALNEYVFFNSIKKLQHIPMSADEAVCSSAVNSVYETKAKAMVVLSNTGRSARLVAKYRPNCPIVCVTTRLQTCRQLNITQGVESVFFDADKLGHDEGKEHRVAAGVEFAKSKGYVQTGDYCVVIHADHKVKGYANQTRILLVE
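ATP generated from ADP (0.1 mM) and PEP (0.5 mM) by 0.1 nM LmPK over 1 h at room temperature (pH 7.2 imidazole buffer) was detected by coupled luciferase luminescence. Values were normalized to uninhibited and no-enzyme wells.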
Cycloheximide cs – affects cycloheximide protein synthesis inhibition readout, counter-screen. cell reporter, cycloheximide protein synthesis inhibition counterscreen. max response, %. hit rate 12% among 300,000. AID 2314; in the data active means max response mostly above about 13%, no sharp cut-off; inactive means mostly below about 14%; further: read at 38.3 µM for the half of the compounds with a filed dose; 0% is about no effect
Shiga toxin inh – inhibitors of Shiga toxin in Vero cells | Vero cells, Shiga toxin protein synthesis inhibition reporter | hit rate 9.2% among 290,000 | inhibition, % at 38.7 µM; in the data active means inhibition mostly above about 28%, no sharp cut-off; inactive means mostly below about 43%; further: 0% is about no effect
Pf growth 48h – inhibits P. falciparum growth in the first generation, 48 h; AID 504832; Potency, µM (series often up to 28.7 µM), for inactives: at the highest dose activity change, negative = inhibition, most hits filed as inhibitors; hit rate 5.9% among 310,000; P. falciparum luciferase growth in erythrocytes, 48 h; further: potency means the concentration at half of the fitted maximal effect; on the % scale 0 is the no-effect control and ±100 the full control effect
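Firefly luciferase activity from engineered P. falciparum reports growth; inhibitors lower the luminescent signal. Cultures contained 2% hematocrit erythrocytes at 0.1% final parasitemia.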
Pf growth 96h – P. falciparum growth inhibition at 96 hour, primary screen for plastid delayed-death inhibitors; Potency, µM (top dose mostly 28.7 µM), for inactives: at the top dose activity change, negative = inhibition, actives largely listed as inhibitors; P. falciparum luciferase reporter growth, 96 h; hit rate 6.9% among 320,000; AID 504834; further: potency means the concentration at half of the fitted maximal effect; on the % scale 0 is the no-effect control and ±100 the full control effect
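Erythrocytes infected with luciferase-expressing P. falciparum were dispensed at 2% hematocrit and 0.05% parasitemia (final), then incubated with compounds 96 hours at 37 C in 5% CO2. Luminescence after detection reagent addition reported growth.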
* marks the source's active call; other numbers are inactive results; i = inactive; ? = inconclusive; . = not tested or not shown; & = joins results of further samples; [ ] = remark or other dose. Unless noted, the call rests on the fitted dose curve; in most records, active means well fitted curve in the direction sought with a large enough effect; inconclusive means small, poorly fitted or top-dose-only effect, or another doubt; inactive means no such curve, though single readings can be large; an effect the other way counts as inactive or inconclusive.

The opening 4 records, ahead of the listing:
SMILES	Tb PYK inh	AMA1-RON2 inh	LmPK inh	Cycloheximide cs	Shiga toxin inh	Pf growth 48h	Pf growth 96h
CCOc1cccc(C(=O)Nc2ccccc2C(=O)N2CCOCC2)c1	-13%	1%	1%	-1	-4	?	23%
Cc1cc(C)n2c(SCC(=O)Nc3ncc(C(F)(F)F)cc3Cl)nnc2n1	-2%	5%	-3%	-2	16	25%	20%
O=C(c1ccccc1SCc1ccccc1)N1CCOCC1	4%	2%	1%	1	-4	-6%	47%
Cc1ccc(S(=O)(=O)N(C)c2ccc(OC(C)C(=O)N(C)c3ccccc3)cc2)cc1 (centres undefined)	3%	-7%	.	.	.	?	?

The whole of this part, repeating the preview:
SMILES	Tb PYK inh	AMA1-RON2 inh	LmPK inh	Cycloheximide cs	Shiga toxin inh	Pf growth 48h	Pf growth 96h
CCOc1cccc(C(=O)Nc2ccccc2C(=O)N2CCOCC2)c1	-13%	1%	1%	-1	-4	?	23%
Cc1cc(C)n2c(SCC(=O)Nc3ncc(C(F)(F)F)cc3Cl)nnc2n1	-2%	5%	-3%	-2	16	25%	20%
O=C(c1ccccc1SCc1ccccc1)N1CCOCC1	4%	2%	1%	1	-4	-6%	47%
Cc1ccc(S(=O)(=O)N(C)c2ccc(OC(C)C(=O)N(C)c3ccccc3)cc2)cc1 (centres undefined)	3%	-7%	.	.	.	?	?
O=C(NCCN1CCN(S(=O)(=O)c2ccc(F)cc2)CC1)C(=O)NCc1ccccc1	1%	-9%	0%	-4	-9	-13%	?
CCOc1ccc(C(=O)NCC(C)NC(=O)c2ccc(OCC)cc2)cc1 (centres undefined)	1%	-16%	2%	1	0	7%	0%
O=C(Cc1ccc(Nc2nc3ccc(Br)cc3[nH]2)cc1)NCCc1cccs1	-1%	5%	6%	15*	19	1.9µM*	3.3µM*
Cc1ccc(N2CC(C(=O)NCC3CCCO3)CC2=O)cc1Cl (centres undefined)	-13%	-6%	8%	-3	-10	1%	?
O=C(c1cc(C2CC2)on1)N1CCCC(N2CCN(c3cccc(C(F)(F)F)c3)CC2)C1 (centres undefined)	-7%	?	-6%	-4	-2	12µM*	0%
N=C(N)SCc1ccccc1Cl	0%	3%	-3%	-1	-4	?	?
CCCNC(=O)Cn1cnc2sc(C(=O)N3CCN(CCC)CC3)c(C)c2c1=O	1%	8%	-1%	-8	-2	-1%	0.37µM*
COC(=O)c1cc(N=CC2=C(O)CC(C)(C)CC2=O)cc(C(=O)OC)c1	-3%	7%	-1%	1	-3	10%	39%[activator]
O=C(NCCS(=O)(=O)N1CCN(c2ccccc2F)CC1)C1CC(=O)N(c2ccc(F)cc2)C1 (centres undefined)	1%&5%	-4%	0%	-2	11	15%	?
CC(=O)Nc1ccc2c(CSc3nncs3)cc(=O)oc2c1	0%	-5%	5%	1	13	-25%	?
CNc1nc(C)cc(C)c1S(=O)(=O)c1ccc(C)cc1	-1%	21%	5%	-1	-3	5%	3%
CC1CCN(c2ncnc3c2cnn3Cc2ccc(Cl)cc2)CC1	-1%	4%	1%	1	11	?	7%[5.75 µM]
Cc1cc(OCC(=O)Nc2cccnc2)c2c(C)c(C)c(=O)oc2c1	-5%	-11%	-1%	-1	13	51%[activator]	45%[activator]
Cc1ccc(NC(=O)N[C@@H](CC(C)C)C(=O)O)c(C)c1	-3%	4%	1%	-1	-1	18%	1%
O=C(Cn1ccc([N+](=O)[O-])n1)c1ccccc1	1%	3%	-4%	8	17	21%	5%
Cc1cccn2c(NCC3CCCO3)c(C(C)C)nc12 (centres undefined)	-6%	4%	-6%	-1	-15	-3%	30%[activator]
COc1ccc(NC(=O)CN(C)C(=O)c2cccc(S(=O)(=O)Nc3ccc(OC)cc3)c2)cc1	-3%	-5%	.	.	.	?	2%
CCOc1ccccc1OCCOc1ccccc1CC	1%	73%[activator]	-3%	-2	-10	?	73%[activator]
C=CC1CN2CCC1CC2C(OC(C)=O)c1ccnc2ccc(OC)cc12 (centres undefined)	1%	6%	1%	-2	-16	0.37µM*	0.29µM*
CC(Sc1nncn1C)C(=O)Nc1ccc(S(N)(=O)=O)cc1 (centres undefined)	6%	-16%	-1%	2	-4	1%	15%
COc1ccc(-[n+]2c(C)cc(/C=C3\Sc4ccccc4N3C)cc2C)cc1	-18%	-5%	1%	33	62*	0.74µM*	?
COc1ccccc1N1CCN(C(=O)C2=CC=CN3CCS(=O)(=O)N=C23)CC1	1%	-6%	.	.	.	29%	15%
O=C(Nc1ccc(C(=O)O)cc1)/C(=C\C=C\c1ccccc1)NC(=O)c1ccccc1Br	-2%	-14%	-3%	7	6	43%[activator]	-6%
O=C(C1COc2ccccc2O1)N1CCN(c2nc3ccccc3s2)CC1 (centres undefined)	-4%	12%	0%	11	35	10%	30%
S=C(Nc1ccccc1Cl)N1CCN(Cc2ccccc2)CC1	8%	0%	-1%	-1	-2	?	-4%
CC1(C)CC(=O)c2cc(OCC(=O)N3CCN(c4ccccc4F)CC3)ccc2O1	1%	11%	2%	-1	2	?	19%
COc1ccc(NC(=O)C2CCC2)cc1S(=O)(=O)N1CCOCC1	4%	-2%	.	.	.	-16%	?
Cc1ccc(NC(=S)NC2CCCC2)cc1	-4%	-9%	8%	27*	85*	43%[activator]	60%[activator]
CCCCc1nc2sc3c(=O)[nH]cnc3c2c2c1CCCC2	-13%	-7%	-2%	-3	-2	74%[activator]	0%
COc1cc(C2NC(=O)NC(C)=C2C(=O)OCC2CCCCC2)cc(Cl)c1O (centres undefined)	-4%	0%	27%	-2	.	2%	?
O=C(CN1CCN(S(=O)(=O)c2ccccc2)CC1)NCCc1ccccc1	?	5%	5%	-6	-10	19%	-28%
O=C(O)CSc1nnc(-c2cccs2)n1-c1ccc(Cl)cc1	?	1%	?	-2	-19	-5%	.
CCCCN(C(=O)c1ccc(-c2ccc(Cl)cc2)o1)c1c(N)n(CC(C)C)c(=O)[nH]c1=O	2%	1%	.	.	.	?	?
COc1cccc(C(=O)NCc2ccc3c(c2)cc(C)n3C)c1	-5%	-30%	1%	-1	1	?	?
Cc1c(C(=O)/C=C/N(C)C)nnn1-c1ccc(Cl)cc1C#N	-22%	-19%	-8%	1	8	?	?
C/C(=N\NC(=O)c1cc(C)[nH]n1)c1cccs1	0%	0%	-23%	12	59*	i	48%[activator]
COc1ccc(CN2CCCC(C(=O)c3cccc(C(F)(F)F)c3)C2)cc1O (centres undefined)	0%	-9%	4%	0	-10	?	-12%
COc1ccc(S(=O)(=O)N2CCC(C(=O)NC3CCCCC3)CC2)cc1C	-3%	-1%	1%	-3	-6	4%	?
Cc1ccc(C#N)c(SCC(=O)Nc2nccs2)n1	1%	88%[activator]	2%	53*	68*	83%[activator]	99%[activator]
F[Si-2](F)(F)(F)(F)F	-5%	.	.	.	.	-16%	-14%
COC(=O)c1cc(=O)n(Cc2cccs2)c(=Nc2ccccc2)s1	-1%	-12%	7%	-2	3	?	?
Cc1ccccc1-c1nc(CN2CCC(C(=O)N3CCN(c4ccccn4)CC3)CC2)c(C)o1	-2%	9%	0%	-5	-15	.	-12%
COc1ccccc1NC(=O)C1CC(=O)OC1c1ccccc1 (centres undefined)	7%	10%	9%	-6	-6	10%	?
CSc1ncccc1C(=O)OCC(=O)N(CC(C)C)c1c(N)n(Cc2ccccc2)c(=O)[nH]c1=O	-6%	3%	-8%	-1	-4	17%	-11%
CCCOc1ccc(S(=O)(=O)N2C(=O)CC(=O)N(Cc3ccc(OCC)cc3)C2=O)cc1	0%	7%	2%	-1	8	43%[activator]	61%[activator]
COc1ccc(/C=C/C2=NN(Cc3ccccc3)C(=O)CC2)cc1	-4%	-8%	-17%	-4	21	2%	-19%

Additional entries follow.
SMILES	Tb PYK inh	AMA1-RON2 inh	LmPK inh	Cycloheximide cs	Shiga toxin inh	Pf growth 48h	Pf growth 96h
COc1cccc(-c2nnn(C/C(N)=N/O)n2)c1	4%	19%	0%	37*	-6	58%[activator]	2.3µM*
O=C(NCc1ccccn1)c1cc(S(=O)(=O)N2CCN(c3ccccc3)CC2)ccc1Cl	-7%	24%	-2%	0	1	-23%	59%[activator]
CCCC(=O)Nc1ccc(Cl)c(NC(=S)NC(=O)c2ccco2)c1	-6%	-8%	3%	1	-70	17%	35%[activator]
Cc1scc(C(=O)N/N=C/c2ccsc2)c1C	4%	12%	-5%	84*	52*	196%[activator]	117%[activator]
COc1ccccc1NC(=O)NNC(=O)CN1C(=O)COc2ccccc21	-2%	48%[activator]	-6%	-1	-11	6%	20%
CCN(CCCNS(=O)(=O)c1cc(-c2cc(C)no2)ccc1C)Cc1ccccc1	0%	-12%	9%	11	-4	?	-16%
Clc1ccc(Cn2ccc3ccccc32)cn1	1%	6%	1%	1	-12	-9%	?
Cc1ccc(N2CCN(/N=C/c3sccc3C)CC2)cc1	-5%	-21%	10%	12*	10	23%	40%[activator]
Cc1ccc(NC2CCCN(C(=O)c3ccc(C)c(N4CCNC4=O)c3)C2)cc1C (centres undefined)	2%	-13%	-2%	9.9*	20	-27%	80%[activator]
O=C(NNC(=O)c1cc(-c2ccc(Cl)cc2)nc2ccccc12)c1csc(N2CCOCC2)n1	6%	150%[activator]	.	.	.	?	-14%
Cc1nc([N+](=O)[O-])c(C(=O)OCc2ccccc2Br)n1C	-2%	11%	5%	7	-4	28%	2%
CCN(CC)c1ncccc1C(=O)NCc1cccs1	2%	-6%	-7%	-3	-10	-22%	-8%
CCOC(=O)[C@@H]1[C@H]2COc3ccccc3[C@@H]2N2C(=O)N(c3ccc(Cl)cc3)C(=O)[C@]12C	-24%	-10%	-1%	-3	15	-1%	79%[activator]
COCCN(C(=O)C(C)C)c1nnc(-c2cccc(C)c2)s1	1%	-10%	6%	11	26	?	2%
CCOC(=O)CC(NC(=O)CCc1c(C)nc2nc(C)nn2c1C)c1ccc(C)cc1 (centres undefined)	0%	-7%	1%	3	-6	36%[activator]	39%[activator]
Cc1ccc(-n2nc3ccc(NC(=O)c4cccc([N+](=O)[O-])c4C)cc3n2)cc1	4%	-13%	4%	28*	52	33%[activator]	39%[activator]
Fc1ccc(NC(=S)NCc2cccnc2)cc1	3%	-4%	-2%	-1	-3	-8%	10%
NC(=O)NS(=O)(=O)c1ccc(N)cc1	6%	.	.	.	.	-4%	-11%
COc1cc(/C=C/C(=O)OCC(=O)NCCc2ccc(S(N)(=O)=O)cc2)ccc1OCC#N	2%	-4%	.	.	.	-22%	-33%
COC(=O)c1cc(NC(=O)CN2CCOCC2)cc(C(=O)OC)c1	-2%	-1%	1%	1	-13	?	0%
COc1ccc(CCCC(=O)Nc2cc(C)ccc2OC)cc1	-1%	2%	0%	-1	4	-8%	-10%
O=C1NC(Cc2c[nH]c3ccccc23)C(=O)N1Cc1ccc(CN2C(=O)NC(Cc3c[nH]c4ccccc34)C2=O)cc1 (centres undefined)	2%	2%	3%	1	-8	5.2µM*	-19%
CCOC(=O)c1c(-c2ccc(C)o2)csc1NC(=O)CSc1ncn[nH]1	?	11%	0%	-3	-12	.	15µM*
CC(=O)Nc1cccc(NC(=O)c2ccc(C)c([N+](=O)[O-])c2)c1	-5%	-1%	-9%	26*	41	48%[activator]	-4%
